# MEP2 TOR yeast = modulators of TOR pathway MEP2-GFP in S. cerevisiae; 0.51% of 330,000 active; AID 2016; S. cerevisiae MEP2-GFP strain, flow cytometry GFP, 3 h; 100% = DMSO control level; GFP response vs DMSO, % at 10 µM;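 active means GFP response versus DMSO above a set limit, roughly screen mean plus 3 SD, cut at about 180% in these data; inconclusive means fewer than 70 cells counted for a yeast strain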;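 further: median GFP fluorescence of the barcode-gated MEP2-GFP cells per well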
# LAP4-GFP MLPCN = modulators of TOR pathway LAP4-GFP in S. cerevisiae. GFP response vs DMSO, % at 10 µM. 0.34% of 320,000 active. S. cerevisiae LAP4-GFP multiplex, flow cytometry GFP, 3 h; median GFP as percent of DMSO wells;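 active means GFP response vs DMSO above a set limit, about the screen mean plus 3 SD, cut at about 150% in these data; inconclusive means under 70 cell events counted for the yeast strain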
# AGP1 TOR yeast = modulators of TOR pathway AGP1-GFP in S. cerevisiae. S. cerevisiae AGP1-GFP multiplex flow cytometry, 3 h; GFP as percent of DMSO wells. GFP response vs DMSO, % at 10 µM. 0.02% of 320,000 active. AID 2066;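 active means GFP response relative to DMSO above a set limit, near screen average plus 3 SD, cut at about 150% in these data; inconclusive means fewer than 70 cells counted for the yeast strain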;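 further: median GFP channel fluorescence of the gated AGP1 strain per well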
# VLA-4 inh = inhibition in a human VLA-4 binding assay | P13612 | VLA-4 expressing cells, ligand binding flow cytometry | inhibition, % (about 7 µM as worked out from the volumes in the protocol) | 0.2% of 330,000 active | AID 2557; in the data active means inhibition above about 50%
# RPL19A-GFP yeast = modulators of TOR pathway RPL19A-GFP in S. cerevisiae | 0.3% of 330,000 active | AID 2025 | S. cerevisiae RPL19A-GFP strain, flow cytometry, 3 h; hits give low values | percent response vs DMSO, % at 10 µM;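 active means percent response vs DMSO below 50%; inconclusive means fewer than 70 events counted for the yeast strain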;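 further: median channel GFP fluorescence of the barcoded RPL19A-GFP strain; ratio of sample median GFP to plate DMSO average so 100% = DMSO; lower means less RPL19A-GFP as with rapamycin TOR inhibition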
# GASC-1 inh = human JMJD2C demethylase inhibition; AID 2099; Q9H3R0; inhibition, % at 2.35 µM; 0.069% of 330,000 active; GST-JMJD2C(1-420) H3K9me3 demethylation, DELFIA europium;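 active means more than half of a compound's replicate wells show inhibition beyond 50%, single wells judged on their own value; inconclusive means some, but no more than half, of replicates pass 50% inhibition; inactive means no replicate passes 50% inhibition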;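 further: signal counts dimethyl H3K9 product captured on neutravidin plate; 0% = median of DMSO wells and 100% = 0.3 times that DMSO median; strong numbers were not always called active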
# Target sequence (Q9H3R0 1-420 limits assumed): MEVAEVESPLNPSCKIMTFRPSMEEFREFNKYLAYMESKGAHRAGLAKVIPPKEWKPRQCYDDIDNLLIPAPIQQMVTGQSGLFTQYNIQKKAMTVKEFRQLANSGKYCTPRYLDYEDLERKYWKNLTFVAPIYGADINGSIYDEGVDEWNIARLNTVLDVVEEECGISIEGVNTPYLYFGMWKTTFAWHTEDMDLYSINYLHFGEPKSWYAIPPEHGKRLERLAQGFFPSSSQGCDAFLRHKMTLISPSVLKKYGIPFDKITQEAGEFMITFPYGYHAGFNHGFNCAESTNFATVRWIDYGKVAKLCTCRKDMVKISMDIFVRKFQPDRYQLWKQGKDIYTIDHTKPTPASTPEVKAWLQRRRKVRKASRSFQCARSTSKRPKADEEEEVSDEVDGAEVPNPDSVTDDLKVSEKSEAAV
# GRK2 inh = human GRK2 inhibition via aptamer displacement; AID 488847; bead flow cytometry, FAM-aptamer displacement from GRK2; P25098; 0.59% of 330,000 active; inhibition of aptamer binding, % at 10 µM;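 active means inhibition of aptamer binding above 40%, roughly 3 SD of noise, on plates passing a quality check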;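 further: median bead fluorescence of bound FAM aptamer so fluorescent compounds give negative values; no value below 0 was filed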
# Target sequence (P25098 whole entry, looked up): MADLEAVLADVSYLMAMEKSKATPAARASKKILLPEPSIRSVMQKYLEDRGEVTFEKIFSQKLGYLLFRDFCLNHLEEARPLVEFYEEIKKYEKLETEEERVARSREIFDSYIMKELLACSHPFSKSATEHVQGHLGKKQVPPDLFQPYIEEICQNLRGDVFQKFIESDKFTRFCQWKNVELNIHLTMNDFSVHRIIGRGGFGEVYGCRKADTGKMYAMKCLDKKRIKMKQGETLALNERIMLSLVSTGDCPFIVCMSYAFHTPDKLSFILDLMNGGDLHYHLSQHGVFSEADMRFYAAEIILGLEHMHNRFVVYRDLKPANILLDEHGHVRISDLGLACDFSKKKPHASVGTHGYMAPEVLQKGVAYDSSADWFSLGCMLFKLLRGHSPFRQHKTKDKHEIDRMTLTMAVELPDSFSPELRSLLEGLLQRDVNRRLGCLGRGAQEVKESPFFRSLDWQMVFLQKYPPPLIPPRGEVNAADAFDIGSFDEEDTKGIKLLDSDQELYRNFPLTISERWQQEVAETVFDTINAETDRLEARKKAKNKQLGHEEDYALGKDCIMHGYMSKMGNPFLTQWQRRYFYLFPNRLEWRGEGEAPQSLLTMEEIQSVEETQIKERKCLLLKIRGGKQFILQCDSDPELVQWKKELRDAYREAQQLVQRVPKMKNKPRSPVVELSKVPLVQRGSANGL
# CIT2-GFP yeast = modulators of TOR pathway CIT2-GFP in S. cerevisiae; S. cerevisiae CIT2-GFP strain, flow cytometry, 3 h; 100 means same as DMSO wells; GFP response vs DMSO, % at 10 µM; 0.065% of 320,000 active; AID 2029;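 active means GFP response relative to DMSO above a set limit, near the screen mean plus 3 SD, cut at about 150% in these data; inconclusive means Fewer than 70 cells measured for a yeast strain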;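 further: ratio of well median GFP fluorescence to mean of DMSO wells on the plate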
# An asterisk follows results filed as active; u = inconclusive; x = not tested or not shown; & = joins results of further samples; [ ] = dose if it differs, or a comment.
No.	structure	MEP2 TOR yeast	LAP4-GFP MLPCN	AGP1 TOR yeast	VLA-4 inh	RPL19A-GFP yeast	GASC-1 inh	GRK2 inh	CIT2-GFP yeast
1	Cc1[nH]c2ccccc2c1C(=O)COC(=O)c1ccc2c(=O)n3c(nc2c1)CCC3	95	106	100	-2	93	20	0	94
2	Cc1cc(C)c2cc(C(=O)Nc3ccc(C)c(F)c3)[nH]c2c1	100	86	93	-18	97	-5	1	90
3	O=C1CCC(=O)N1CC(=O)N(c1ccccc1)c1ccccc1	97	99	93	-2	90	-3	2	99
4	O=C1N/C(=N\N=C\c2ccc3ncccc3c2)SC1Cc1ccc(SC(F)F)cc1 (stereo unspecified)	99	97	98	2	102	16	0	92
5	CN(C)C(=S)Nc1cccc(-c2n[nH]c(=S)o2)c1	89	106	90	-4	90	-6	0	91
6	CC1(C)CC(=O)C=C(c2cccc(Cl)c2O)C1	95	112	89	0	93	1	0	80
7	N#C/C(=C\c1ccc[nH]1)C(=O)Nc1ccccc1[N+](=O)[O-]	95	97	94	-23	101	-4	6	101
8	COc1ccc(-c2[nH]nc3c2C2(C(=O)N(CC(=O)O)c4ccccc42)C(C#N)=C(N)O3)cc1OC (stereo unspecified)	96	87	97	13	98	-2	0	104
9	O=[N+]([O-])c1cnccc1Nc1cccc(F)c1	108	114	103	-17	103	2	3	103
10	OC(COCc1ccccc1F)CN1CCCCC1 (stereo unspecified)	97	101	100	14	90	-2	0	93
11	CC12COC3(C(=O)NCCc4ccccc4)CC1CCC32C (stereo unspecified)	94	85	89	20	97	20	1	90
12	CCN(c1ccc(OC)cc1)S(=O)(=O)c1nnc(NC(=O)COc2ccccc2)s1	99	100	103	-43	100	5	0	105
13	C#CCCOC(=O)N1C2=NC(C(=O)OC)=C(C(=O)OC)[C@@H]3N(C)c4ccccc4[C@]23C[C@H]1C(=O)OC	102	98	86	-10	101	-7	3	79
14	Cc1ccc(C)c(NC2=NC3(CCCCC3)N=C(N)N2)c1	110	102	76	1	83	10&-8	0	97
15	Cc1sc(NC(=O)/C=C/c2ccco2)c(C(=O)O)c1C	106	105	110	-6	105	9	0	117
16	O=C(Cn1nc(-c2ccco2)ccc1=O)Nc1ccc(Br)cc1	105	98	97	-10	100	73	0	86
17	CCOC(=O)/C(C#N)=C/C1=C(N2CCCC2)CC(C)(CC)OC1 (stereo unspecified)	125	94	99	-3	100	-3	0	97
18	COc1ccc(C2CC(C(F)(F)F)n3nc(C(=O)O)c(Cl)c3N2)cc1OC (stereo unspecified)	97	93	91	-1	94	3	0	98
19	COc1ccc(/C=C2/SC(=O)N(CCC(=O)Nc3ccc(S(=O)(=O)Nc4nccs4)cc3)C2=O)cc1	106	95	94	8	98	1	2	93
20	CCC(C)n1c(SCC(=O)NC2CCCC2)nc2ccccc2c1=O (stereo unspecified)	93	103	104	5	94	-2	1	91
21	CC/C(C)=N/Nc1nc2c(c(=O)[nH]c(=O)n2C)n1Cc1ccccc1	108	93	100	0	99	1	8	98
22	COc1cc(/C=N/NC(=O)CCn2c3ccccc3c3ccccc32)ccc1O	106	90	108	12	107	0	3	118
23	Cc1cc(C)c2nc(N3CCC(C(=O)N4CCN(c5ncccn5)CC4)CC3)sc2c1	110	120	96	9	98	4	5	103
24	CCCCCNC(=O)CSC1=N/C(=C\c2ccc(Cl)c(Cl)c2)C(=O)N1CC	114	97	94	3	95	-2	2	103
25	CCOc1ccc(NC(=O)COc2ccc(C(=O)NCc3cccnc3)cc2OC)cc1	94	105	101	6	96	-1	1	101
26	CC(Cc1cccs1)NC(=O)Nc1ccc(F)cc1 (stereo unspecified)	99	107	106	6	99	4	0	96
27	CCOC(=O)C1=C(CS(=O)(=O)c2ccc(C)cc2)NC(=O)NC1c1cc(OC)c(O)c(OC)c1 (stereo unspecified)	102	93	101	-2	100	1	0	102
28	CC(=O)OC(C#CCN1CCOCC1)c1ccccc1 (stereo unspecified)	110	98	95	-2	95	5	2	103
29	Cc1ccccc1CN1CCN(S(=O)(=O)c2cccc3nsnc23)CC1	95	92	103	-2	97	10	3	92
30	CCCCC(=O)Nc1cccc(NC(=O)c2ccc(Br)o2)c1	94	92	92	-3	x	-1	2	98
31	CC(=O)OCc1c(C(F)(F)F)nn(C)c1Oc1cccc(C(F)(F)F)c1	90	81	94	2	95	14	0	98
32	O=C(N/N=C/c1ccncc1)c1nc(-c2ccccc2)n2c1CCCCC2	99	90	100	-2	96	5	3	99
33	COCCN(C(=O)c1sc2ccccc2c1Cl)c1c(N)n(CC(C)C)c(=O)[nH]c1=O	101	104	104	1	97	-3	0	89
34	COC(C/C=C\[C@@H](O)[C@@H](C)OCc1ccccc1)OC	101	105	97	-2	108	-3	1	93
35	N/C(=N\OC(=O)Cc1ccccc1[N+](=O)[O-])c1cccc(Br)c1	101	89	97	5	98	34	0	94
36	CCc1noc(C)c1C(=O)Nc1nnc(CC(C)C)s1	101	114	92	9	96	21	0	81
37	CCCc1cc(C(=O)Nc2ccc(Cl)cn2)cs1	104	92	83	1	109	-4	1	92
38	CCc1cc2cc3c(cc2nc1SCC(=O)N1CCN(C(=O)c2ccco2)CC1)OCO3	101	95	99	10	97	4&6	1	97
39	COc1ccc(CN2CCN(C3CCC3)CC2CCO)c(C)c1C (stereo unspecified)	108	95	103	7	104	0	3	105
40	CCOC(=O)c1ccc(N2C(=O)CC(Sc3nnc(C)s3)C2=O)cc1 (stereo unspecified)	108	116	107	17	108	-1	1	107

# Grouped by structure: the compounds so far with a CF3 group (two)
No.	structure	MEP2 TOR yeast	LAP4-GFP MLPCN	AGP1 TOR yeast	VLA-4 inh	RPL19A-GFP yeast	GASC-1 inh	GRK2 inh	CIT2-GFP yeast
18	COc1ccc(C2CC(C(F)(F)F)n3nc(C(=O)O)c(Cl)c3N2)cc1OC (stereo unspecified)	97	93	91	-1	94	3	0	98
31	CC(=O)OCc1c(C(F)(F)F)nn(C)c1Oc1cccc(C(F)(F)F)c1	90	81	94	2	95	14	0	98

# The list continues:
No.	structure	MEP2 TOR yeast	LAP4-GFP MLPCN	AGP1 TOR yeast	VLA-4 inh	RPL19A-GFP yeast	GASC-1 inh	GRK2 inh	CIT2-GFP yeast
41	Cc1ccc(C)c(C(=O)COC(=O)c2cc([N+](=O)[O-])ccc2N2CCOCC2)c1	100	115	105	-21	95	6	2	86
42	Cc1cc(SCC(=O)N(C)C2CCS(=O)(=O)C2)nc2c(C)cccc12 (stereo unspecified)	100	100	103	3	98	-3	0	110
43	NC(=O)CC(NC(=O)c1ccccc1)c1ccc(NCCc2cccc(F)c2)c([N+](=O)[O-])c1 (stereo unspecified)	99	127	91	-15	99	-3	0	91
44	CN(CC(=O)N1CCN(C2CCCCC2)CC1)S(=O)(=O)c1cccc2nsnc12	95	84	110	3	98	-8&4	0	90
45	Cc1nc(N)sc1-c1csc(Nc2ccccc2)n1	107	120	105	-7	90	11	0	102
46	O=C(Nc1ccc(Oc2ccccc2)cc1)c1cnc2n(c1=O)CCS2	92	100	97	0	99	-2	2	91
47	CCCCCNC(=O)C1c2ccccc2Oc2ccccc21	104	93	94	4	103	-1	1	94
48	CCC(=O)c1ccc(OCC(=O)N(C)CC(=O)Nc2cccc(F)c2)cc1	109	108	103	8	100	7	0	94
49	CCOc1ccc2ccccc2c1C(=O)NCC(c1ccc(N(C)C)cc1)N(C)C (stereo unspecified)	94	104	103	1	98	-8	0	98
50	O=C(CNC1CCCCCC1)Nc1ccccc1N1CCCCC1	101	99	97	7	101	-5	0	97
51	O=S(=O)(Nc1ccc(N2CCCCC2)cc1)c1ccc(F)cc1F	95	118	105	-4	101	5	0	94
52	OCCNC(=S)Nc1cccc(Cl)c1Cl	100	118	103	3	93	-9	2	93
53	COc1ccc(NC2=C(c3ccc(OC)cc3)C(=O)c3ccccc32)cc1	92	84	93	8	93	12	0	88
54	O=C(NCC(c1ccco1)N1CCOCC1)c1ccc(Cl)cc1 (stereo unspecified)	107	97	114	22	105	42	17	109
55	O=C(CSc1ncnc2[nH]ncc12)Nc1cccc(Oc2ccccc2)c1	96	102	100	2	96	-9	1	95
56	Cc1cc(Br)ccc1SCC(=O)N1CCN(S(=O)(=O)c2ccccc2)CC1	103	98	105	11	102	-1	9	97
57	Cn1c(CNC(=O)c2ccco2)nnc1SCC(=O)N1c2ccccc2Sc2ccccc21	109	106	111	19	109	9	2	108
58	COc1ccc(COc2ccc(S(=O)(=O)N3CCCC3)cc2C(N)=O)cc1F	109	96	105	-1	102	7	2	103
59	CCCCCCSc1ccc([C@@H]2[C@H]3C(=O)N(CC)C(=O)[C@H]3[C@]3(C(=O)OC)CCCCN23)cc1OC	96	97	100	-10	95	x	0	102
60	COc1ccc(C(=O)CSc2nnc(Cc3ccccc3)o2)cc1	107	103	90	-4	103	2	2	98
61	CCCN(Cc1ccc(N(CC)CC)cc1)CC1CC1	95	90	97	3	97	5	1	93
62	O=S(=O)(N/N=C/c1ccc2c(c1)OCO2)c1ccc(Br)cc1	102	97	101	12	104	-5	0	100
63	C=C1C(=O)[C@@]23[C@H](O)C[C@@H]4C(C)(C)CC[C@H](O)[C@@]4(C)[C@@H]2CC[C@@H]1[C@H]3O	96	100	91	10	103	3	0	88
64	CC(C)c1ccc(NC2CCCN(C(=O)CSc3nncn3C)C2)cc1 (stereo unspecified)	120	102	113	7	112	-9	0	113
65	NC(=O)CNC(=O)[C@@H]1CC2(CC(c3ccccc3)=NO2)CN1C(=O)c1ccc(Br)cc1 (stereo partly specified)	97	102	86	39	98	2	1	101
66	COc1ccc(Cl)cc1NC(=O)c1[nH]nc(OC)c1[N+](=O)[O-]	99	94	97	-4	103	-6	2	96
67	CC(NC(=O)c1cc(COc2ccc3ncccc3c2)on1)c1ccc(F)cc1 (stereo unspecified)	113	123	110	2	118	4	0	105
68	O=C(CCCN1C(=O)/C(=C/c2ccc(F)cc2)SC1=S)NCCCn1ccnc1	106	95	99	-1	97	2	0	97
69	CC(C)Cc1ccc(C(C)C(N)=NCCc2ccccc2)cc1 (stereo unspecified)	119	92	96	24	106	-9	0	102
70	O=C(c1cc2nc(C3CC3)cc(C(F)(F)F)n2n1)N1CCCC1	99	83	94	-3	92	-2	3	90
71	Cc1ccc2c(COC(=O)c3ccccc3F)cc(=O)oc2c1	413*[may fluoresce violet]	85[may fluoresce violet]	u	-2	55[may fluoresce violet]	10	0	u
72	Cc1ccc(-c2c3c(=O)n(C)c(=O)n(C)c3cn2Cc2ccccn2)cc1	108	107	101	1	101	-2	0	102
73	COc1ccc(-c2onc(C)c2-c2ccc3c(c2)OCCO3)c(O)c1	105	103	103	-5	104	5	0	91
74	COc1cccc(CN2CCCC(C(=O)c3ccc4c(c3)OCO4)C2)c1O (stereo unspecified)	88	83	89	5	98	-8	1	81
75	CCOc1ccc(CNC(=O)CCCn2nc(CC)n3c(cc4occc43)c2=O)cc1	103	107	102	-5	102	-5	0	103
76	CC(=O)NS(=O)(=O)c1ccc(NC(=O)COc2cccc3c2OC(C)(C)C3)cc1	104	113	105	8	98	0	0	104
77	CCOc1ccc(S(=O)(=O)N(CC)CC(=O)NCc2ccccn2)cc1C	99	105	106	-1	103	7	0	106
78	CCOC(=O)C1CCCN(Cc2cc(=O)oc3cc(C)ccc23)C1 (stereo unspecified)	98	105	98	6	102	-4	0	97
79	CCNC(=O)N1CCNC(=O)C1CC(=O)Nc1ccc(C(=O)OCC)cc1 (stereo unspecified)	103	95	110	-2	103	0	4	104
80	O=C(c1ccc(Cl)s1)N1CCOCC1	102	94	99	-2	100	4	0	102
